V-ATPase pH: yeast V-ATPase proton transport regulation by pHLuorin; S. cerevisiae, pHLuorin cytosolic pH fluorescence; response, % at 10 µM; actives 0.37% (n = 350,000); in the data active = response mostly above about 7.3%, no sharp cut-off; inactive = mostly below about 5.4%; also: actives read high; inactives centre near 0; some compounds called inactive have numbers as strong as hits; reference of the scale not given here
Wnt bcat act: activators of Wnt/beta-catenin signaling; activation, % at 9.35 µM; Wnt/beta-catenin reporter cell assay, activator, plate reader; actives 1.2% (n = 300,000); AID 743398; in the data active = activation above about 30%, passing the limit was not always enough;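 also: 0% = neutral control wells and 100% = positive control wells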
dFosB act: activators of mouse delta FosB homodimer. actives 0.99% (n = 340,000). purified delta FosB, TAMRA-CDK5 oligo fluorescence polarization; percent of positive-control signal above neutral wells. activation, % at 25 µM. P13346. AID 493131;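 active = mean activation above about 17%, with every replicate also reaching it, limit read from the data, passing the limit was not always enough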;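 also: fluorescence polarization rise as delta FosB binds a TAMRA Cdk5 AP-1 oligo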
Target sequence (P13346 whole entry, looked up): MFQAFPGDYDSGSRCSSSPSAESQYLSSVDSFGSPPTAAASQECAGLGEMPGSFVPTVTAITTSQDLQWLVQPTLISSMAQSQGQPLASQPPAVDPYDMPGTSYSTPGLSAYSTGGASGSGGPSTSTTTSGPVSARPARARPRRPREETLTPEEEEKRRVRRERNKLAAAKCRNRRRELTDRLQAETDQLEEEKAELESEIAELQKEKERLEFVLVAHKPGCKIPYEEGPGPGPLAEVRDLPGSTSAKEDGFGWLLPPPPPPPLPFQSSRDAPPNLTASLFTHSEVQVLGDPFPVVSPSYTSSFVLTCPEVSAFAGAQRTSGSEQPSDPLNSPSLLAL
Rtt109 HAT inh: inhibitors of Candida albicans Rtt109/Vps75 histone acetyltransferase | actives 0.16% (n = 330,000) | inhibition, % at 34.9 µM | purified Rtt109/Vps75, ThioGlo CoA-SH fluorescence, 4 h | Q5AAJ8;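 active = inhibition of at least 50% in every replicate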
Target sequence (Q5AAJ8 whole entry, looked up): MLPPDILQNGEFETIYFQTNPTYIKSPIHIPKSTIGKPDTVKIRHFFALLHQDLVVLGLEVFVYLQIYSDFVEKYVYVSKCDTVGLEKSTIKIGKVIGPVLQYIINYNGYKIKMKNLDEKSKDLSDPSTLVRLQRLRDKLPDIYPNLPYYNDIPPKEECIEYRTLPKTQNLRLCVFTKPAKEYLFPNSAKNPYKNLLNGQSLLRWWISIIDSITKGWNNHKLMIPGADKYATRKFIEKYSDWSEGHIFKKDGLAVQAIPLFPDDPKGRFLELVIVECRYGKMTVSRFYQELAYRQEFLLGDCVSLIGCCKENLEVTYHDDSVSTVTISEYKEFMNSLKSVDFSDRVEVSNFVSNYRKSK
CDK5 p35 inh: inhibitors of human CDK5/p35 kinase; Q00535+Q15078; actives 0.01% (n = 330,000); inhibition, % at 10 µM; Recombinant CDK5/p35, ADP-Glo luminescence, 60 min;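 active = highest replicate inhibition of at least 50% and at least 75% of replicates reaching 50%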;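 also: plate controls were DMSO neutral control for no effect and GW8510 at 10 µM for full effect; many of its hits are not listed in these tables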
MITF TRPM1 HTS: MITF TRPM1 promoter activation in melanoma cells | activation, % at 12.5 µM | actives 0.75% (n = 300,000) | SK-MEL-5 TRPM1-promoter luciferase, 24 h; % of positive control, neutral wells = 0;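 active = mean activation of at least 80% with every replicate also reaching 80%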;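 also: 0% = neutral control wells and 100% = parthenolide positive control wells; values of inactives mirror those of a sister screen read the other way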
Tat transport: E. coli Tat transport inhibition; E. coli MC4100 TorA-mCherry Tat export, fluorescence; inhibition, % at 10 µM; actives 0.036% (n = 340,000);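 active = mean replicate inhibition at least 50% and at least half of replicates individually reaching 50%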;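 also: exported cargo escapes ClpAP degradation while cytoplasmic cargo is degraded and loses fluorescence; 0% = median of neutral control wells and 100% = median of NaSCN control wells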
cardiac RTF act: cardiac RTF calcium sensitization; activation, % at 7.2 µM; IANBD-labeled TnC RTF fluorescence at EC20 calcium; 0% EC20 calcium, 100% full calcium; actives 0.24% (n = 340,000);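 active = activation above the mean over all tested compounds plus 3 SD, cut at about 30% in these data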;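 also: rise in fluorescence read as greater calcium sensitivity of cardiac thin filaments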
CAL PDZ FP-1: inhibitors of human CAL PDZ peptide binding | Q9HD26 | purified CAL PDZ, TMR-peptide fluorescence polarization, 1 h | inhibition, % at 24.9 µM | actives 0.92% (n = 300,000) | AID 602252;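 active = mean inhibition of at least 30% with at least half of replicates also reaching 30%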;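 also: 0% = DMSO neutral control and 100% = excess unlabeled competitor peptide PRC23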
CAL PDZ FP-2: inhibitors of human CAL PDZ peptide binding | Q9HD26 | purified CAL PDZ, TMR-peptide fluorescence polarization, 1 h | inhibition, % at 20 µM | actives 0.02% (n = 330,000) | AID 504414;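 active = highest replicate inhibition of at least 40%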;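 also: plate controls were DMSO neutral control wells for no effect and unlabeled competitor peptide control wells for full effect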
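System: purified tagged CAL PDZ domain construct (CerCALP). Schedule: 1 h incubation at room temperature before polarization reading. Medium: 25 mM sodium phosphate pH 7.4, 150 mM NaCl, TCEP, IgG, Thesit. Read-out: percent inhibition from loss of millipolarization. Measured by: FP readout, S and P plane fluorescence. Probe or stimulus: fluorescent TMR peptide probe.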
Numbers without * were called inactive. Not a hit list; 4.1% or so of the library scored in one or more.

How did COc1cccc(NC(=O)CN(C)C(=O)CCNC(=O)c2ccccc2OC)c1 do in these assays?
V-ATPase pH: 4; Wnt bcat act: 0; dFosB act: -4; Rtt109 HAT inh: 5; CDK5 p35 inh: -1.2; MITF TRPM1 HTS: -14; Tat transport: 0; cardiac RTF act: -2; CAL PDZ FP-2: -0.5

How did COC(=O)c1ccc(C(=O)OC)c(NC(=O)Nc2ccc3c(c2)OCO3)c1 do in these assays?
V-ATPase pH: 3; Wnt bcat act: 29; dFosB act: 1; Rtt109 HAT inh: 3; CDK5 p35 inh: -1.8; MITF TRPM1 HTS: 41; Tat transport: -2; cardiac RTF act: 1; CAL PDZ FP-1: -4; CAL PDZ FP-2: -0.5

Results for NC(=O)C1CCN(C(=O)CN2CCN(c3cccc(C(F)(F)F)c3)CC2)CC1 ?
V-ATPase pH: 6; Wnt bcat act: -8; dFosB act: -3; Rtt109 HAT inh: 1; CDK5 p35 inh: -1.6; MITF TRPM1 HTS: 6; Tat transport: 13; cardiac RTF act: 4; CAL PDZ FP-1: 1; CAL PDZ FP-2: -0.4

Results for OCCN1CCN(CCCc2c3c(cc4c2CCC4)CCC3)CC1 ?
V-ATPase pH: -1; Wnt bcat act: -4; dFosB act: -7; Rtt109 HAT inh: 8; CDK5 p35 inh: 0.4; MITF TRPM1 HTS: 1; Tat transport: 10; cardiac RTF act: -1; CAL PDZ FP-1: 1; CAL PDZ FP-2: -0.4

How did CC1(CCl)N([O-])C2=C(CCCC2)[N+]1=O (stereo unspecified) do in these assays?
V-ATPase pH: 4; Wnt bcat act: 0; dFosB act: 7; Rtt109 HAT inh: 4; CDK5 p35 inh: 0.7; MITF TRPM1 HTS: 5; Tat transport: 1; cardiac RTF act: -1; CAL PDZ FP-1: -2; CAL PDZ FP-2: 0.3

Results for Cc1nc2nc(CCNS(=O)(=O)c3ccc(Cl)cc3)cn2nc1C ?
V-ATPase pH: 13*; Wnt bcat act: -3; dFosB act: -3; Rtt109 HAT inh: 5; MITF TRPM1 HTS: -4; Tat transport: 3; cardiac RTF act: -3; CAL PDZ FP-1: 1; CAL PDZ FP-2: -2.3

What do the screens show for `CCN(CC)c1ccc(CNc2ccc(Br)cn2)cc1`?
V-ATPase pH: 0; dFosB act: 2; Rtt109 HAT inh: 0; CDK5 p35 inh: -0.1; MITF TRPM1 HTS: 39; Tat transport: 0; cardiac RTF act: 2; CAL PDZ FP-1: -1; CAL PDZ FP-2: -1.0

How did CCOC(=O)CNC(=O)CSc1nnc(-c2ccncc2)n1-c1ccc(Cl)cc1 do in these assays?
V-ATPase pH: 0; dFosB act: 5; Rtt109 HAT inh: -1; CDK5 p35 inh: 1.5; Tat transport: -8; cardiac RTF act: 1; CAL PDZ FP-1: -3; CAL PDZ FP-2: -0.7

How did O=C(CNC(=O)c1ccc(Cl)cc1)OCC(=O)c1ccccc1 do in these assays?
V-ATPase pH: 1; Wnt bcat act: 1; dFosB act: -4; Rtt109 HAT inh: -1; CDK5 p35 inh: -0.3; MITF TRPM1 HTS: 13; Tat transport: -5; cardiac RTF act: 6; CAL PDZ FP-1: -7; CAL PDZ FP-2: -0.7

How did COc1cccc(C(=O)CSc2nnc(-c3cc(OC)c(OC)c(OC)c3)o2)c1 do in these assays?
V-ATPase pH: 3; Wnt bcat act: 2; dFosB act: -2; Rtt109 HAT inh: 0; CDK5 p35 inh: -3.4; MITF TRPM1 HTS: 2; Tat transport: 10; cardiac RTF act: -2; CAL PDZ FP-1: -6; CAL PDZ FP-2: -3.1

What do the screens show for `COc1ccc(C)cc1NC(=S)N1CCN(c2ccccn2)CC1`?
V-ATPase pH: -1; Wnt bcat act: 11; dFosB act: -2; Rtt109 HAT inh: -11; MITF TRPM1 HTS: 9; Tat transport: 2; cardiac RTF act: 1; CAL PDZ FP-1: -2; CAL PDZ FP-2: -1.0

What do the screens show for `COc1cc(NC(=O)C2CCCN(c3ncnc4c3nc3n4CCCCC3)C2)cc(OC)c1OC` (stereo unspecified)?
V-ATPase pH: -1; Wnt bcat act: -1; dFosB act: -7; Rtt109 HAT inh: -24; CDK5 p35 inh: -0.8; MITF TRPM1 HTS: -3; Tat transport: 1; cardiac RTF act: -4; CAL PDZ FP-1: 4; CAL PDZ FP-2: 0.5

What do the screens show for `Cc1c(N/C(=N/S(=O)(=O)c2ccccc2)c2ccc(Cl)cc2)c(=O)n(-c2ccccc2)n1C`?
V-ATPase pH: 0; Wnt bcat act: -6; dFosB act: -1; Rtt109 HAT inh: 41; CDK5 p35 inh: -0.5; MITF TRPM1 HTS: 1; Tat transport: -8; cardiac RTF act: -6; CAL PDZ FP-1: 0; CAL PDZ FP-2: -2.5

Results for CC(C)n1cnc2c(NCc3ccccc3)cc(Cc3ccc(F)cc3)cc21 ?
V-ATPase pH: -2; Wnt bcat act: -4; dFosB act: -7; Rtt109 HAT inh: -5; CDK5 p35 inh: -1.0; MITF TRPM1 HTS: 4; Tat transport: 5; cardiac RTF act: 7; CAL PDZ FP-1: 1; CAL PDZ FP-2: 0.1

What do the screens show for `COc1cccc(OCCNC(=O)c2cc(OC)c(OC)c(OC)c2)c1`?
V-ATPase pH: -1; Wnt bcat act: 1; dFosB act: -4; Rtt109 HAT inh: 14; CDK5 p35 inh: 0.3; MITF TRPM1 HTS: -2; Tat transport: -5; cardiac RTF act: -10; CAL PDZ FP-2: 0.4

How did CCOC(=O)C1CCN(C(=O)COc2ccc(S(=O)(=O)NC(C)(C)C)cc2)CC1 do in these assays?
V-ATPase pH: -2; dFosB act: 6; Rtt109 HAT inh: -7; CDK5 p35 inh: 0.8; Tat transport: -1; cardiac RTF act: -4; CAL PDZ FP-1: 6; CAL PDZ FP-2: -1.3

How did Cc1ccc(N2C(=O)C3ON(c4ccccc4)C(CC(C)C)C3C2=O)cc1 (stereo unspecified) do in these assays?
V-ATPase pH: 5; Wnt bcat act: 6; dFosB act: 4; Rtt109 HAT inh: 9; CDK5 p35 inh: -0.4; MITF TRPM1 HTS: 22; Tat transport: -3; cardiac RTF act: 4; CAL PDZ FP-2: -0.7

Results for O=c1cc(N2CCCC2)c(-c2ccccc2)n[nH]1 ?
V-ATPase pH: 0; Wnt bcat act: 0; dFosB act: -5; Rtt109 HAT inh: -6; CDK5 p35 inh: 0.3; MITF TRPM1 HTS: -6; Tat transport: -12; CAL PDZ FP-1: -6; CAL PDZ FP-2: -0.7

What do the screens show for `O=C(CSc1nnnn1C1CCCC1)Nc1ccc2c(c1)OCO2`?
V-ATPase pH: 1; dFosB act: -3; CDK5 p35 inh: -1.5; MITF TRPM1 HTS: 6; Tat transport: 9; cardiac RTF act: 9; CAL PDZ FP-1: 25; CAL PDZ FP-2: -1.5

How did CN(CC(=O)Nc1cccc(F)c1)C(=O)c1sc2ccccc2c1Cl do in these assays?
V-ATPase pH: 0; Wnt bcat act: -5; dFosB act: -7; Rtt109 HAT inh: 0; CDK5 p35 inh: -1.0; MITF TRPM1 HTS: 16; Tat transport: -5; cardiac RTF act: -4; CAL PDZ FP-1: -4; CAL PDZ FP-2: -1.2

What do the screens show for `Cc1noc(C)c1-c1ccc2nc[nH]c(=O)c2c1`?
V-ATPase pH: 0; Wnt bcat act: 0; dFosB act: -3; Rtt109 HAT inh: -10; CDK5 p35 inh: 4.3; MITF TRPM1 HTS: 6; Tat transport: 6; cardiac RTF act: 4; CAL PDZ FP-1: -3; CAL PDZ FP-2: 0.1

What do the screens show for `COC(=O)c1ccc(CSC(=N)N)o1`?
V-ATPase pH: 0; Wnt bcat act: 9; dFosB act: 2; Rtt109 HAT inh: -51; CDK5 p35 inh: 0.8; MITF TRPM1 HTS: 10; Tat transport: 6; cardiac RTF act: -1; CAL PDZ FP-1: -4; CAL PDZ FP-2: 0.6

What do the screens show for `COc1ccc(OCC#CCn2ccnc2)cc1`?
V-ATPase pH: 7; Wnt bcat act: -5; dFosB act: 0; Rtt109 HAT inh: 5; CDK5 p35 inh: 1.9; MITF TRPM1 HTS: -11; Tat transport: -3; cardiac RTF act: -2; CAL PDZ FP-1: -2; CAL PDZ FP-2: -0.1

How did O=[N+]([O-])c1cccc(C=Nc2cc3c(cc2Br)OCCO3)c1 do in these assays?
V-ATPase pH: -3; Wnt bcat act: -2; dFosB act: 3; Rtt109 HAT inh: -6; MITF TRPM1 HTS: 4; Tat transport: -5; cardiac RTF act: 0; CAL PDZ FP-1: -2; CAL PDZ FP-2: -0.5

Results for O=C(c1cc2cc(Cl)ccc2[nH]1)N1CCN(Cc2ccc3c(c2)OCO3)CC1 ?
V-ATPase pH: -4; Wnt bcat act: 1; dFosB act: -4; Rtt109 HAT inh: 2; CDK5 p35 inh: 1.1; MITF TRPM1 HTS: -7; Tat transport: 5; cardiac RTF act: 2; CAL PDZ FP-1: -1; CAL PDZ FP-2: -2.9

What do the screens show for `CCSc1nnc(NC(=O)CSc2nc3c(c(=O)n2-c2ccccc2)SCC3)s1`?
V-ATPase pH: 1; dFosB act: 4; Rtt109 HAT inh: -10; CDK5 p35 inh: -3.3; MITF TRPM1 HTS: 2; Tat transport: 5; cardiac RTF act: -3; CAL PDZ FP-2: -0.4

What do the screens show for `CCOC(=O)c1cc(-c2ccc(C)cc2)nc2nc(SC)[nH]c(=O)c12`?
V-ATPase pH: 2; Wnt bcat act: -3; dFosB act: -6; Rtt109 HAT inh: 4; CDK5 p35 inh: -0.5; MITF TRPM1 HTS: 16; Tat transport: -12; cardiac RTF act: -1; CAL PDZ FP-1: -3; CAL PDZ FP-2: -0.7

How did Cc1ccc(S(=O)(=O)Nc2cc(=O)[nH]c(SCC(=O)Nc3cccc(C(F)(F)F)c3)n2)cc1 do in these assays?
V-ATPase pH: -1; Wnt bcat act: -4; dFosB act: 2; Rtt109 HAT inh: 46; CDK5 p35 inh: -0.5; MITF TRPM1 HTS: 1; Tat transport: -5; cardiac RTF act: -6; CAL PDZ FP-1: -4; CAL PDZ FP-2: -3.1

3 structures out of the list, ordered by molecular weight, lowest first:
What do the screens show for `COc1ccc(OCC#CCn2ccnc2)cc1`?
V-ATPase pH: 7; Wnt bcat act: -5; dFosB act: 0; Rtt109 HAT inh: 5; CDK5 p35 inh: 1.9; MITF TRPM1 HTS: -11; Tat transport: -3; cardiac RTF act: -2; CAL PDZ FP-1: -2; CAL PDZ FP-2: -0.1

What do the screens show for `CCOC(=O)c1cc(-c2ccc(C)cc2)nc2nc(SC)[nH]c(=O)c12`?
V-ATPase pH: 2; Wnt bcat act: -3; dFosB act: -6; Rtt109 HAT inh: 4; CDK5 p35 inh: -0.5; MITF TRPM1 HTS: 16; Tat transport: -12; cardiac RTF act: -1; CAL PDZ FP-1: -3; CAL PDZ FP-2: -0.7

How did O=[N+]([O-])c1cccc(C=Nc2cc3c(cc2Br)OCCO3)c1 do in these assays?
V-ATPase pH: -3; Wnt bcat act: -2; dFosB act: 3; Rtt109 HAT inh: -6; MITF TRPM1 HTS: 4; Tat transport: -5; cardiac RTF act: 0; CAL PDZ FP-1: -2; CAL PDZ FP-2: -0.5
